High-throughput results: PubChem BioAssay, National Center for Advancing Translational Sciences (NCATS)
S3 lipid droplet – qHTS Assay for Lipid Storage Modulators in Drosophila S3 Cells; 0.64% of 320,000 active; lipid storage change, negative = inhibition, % at the top dose, mostly 46.1 µM; hits show Potency in µM; Drosophila S3 cells, BODIPY lipid droplet fluorescence, 18-24 h; cells fed with added oleic acid; active = well fitted inhibition curve with a large enough effect in the signal ratio, with a control signal flat, not every such curve was filed as active; inconclusive = small, poorly fitted or top-dose-only effect, or effect the other way, or a change in a side signal; the % refers to the signal ratio
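Drosophila S3 cells got compounds at several concentrations plus oleic acid (400 uM solution). Laser-scanning cytometry with 488 nm excitation read lipid droplets at 500-530 nm and cells at 575-640 nm. Percent activity was relative to 20 uM Triacsin C.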
S3 lipid droplet cell count max – further read-out of S3 lipid droplet, marked with its call; cell number change, %; measured here: cell count max response;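 cells counted by Cell Tracker Red CMTPX staining in the red channel; peak over a dose series mostly up to 46.1 µM; percent activity relative to internal control wells on each plate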
Active calls of the source: *; i = inactive; u = inconclusive; x = not tested or not shown; [ ] = remark or other dose. % is scaled to controls: 0 for no effect and ±100 for the full control effect; potency is read from the fitted curve at half-maximal effect.

Start of the data: the first 3 entries (preview)
SMILES | S3 lipid droplet | S3 lipid droplet cell count max
CCC(=O)N1c2ccc(S(=O)(=O)CCC(=O)N3CCN(c4ccccc4F)CC3)cc2CC1C (centres undefined) | u | x
COc1ccc(S(=O)(=O)N2CCC(C(=O)Nc3ccccc3N3CCCCC3)CC2)cc1OC | u | x
COc1ccc(N=Cc2c(O)n(-c3cccc(C)n3)c(=O)c3ccccc23)c(OC)c1 | 1% | 9

All compounds of this part, previewed entries included:
SMILES | S3 lipid droplet | S3 lipid droplet cell count max
CCC(=O)N1c2ccc(S(=O)(=O)CCC(=O)N3CCN(c4ccccc4F)CC3)cc2CC1C (centres undefined) | u | x
COc1ccc(S(=O)(=O)N2CCC(C(=O)Nc3ccccc3N3CCCCC3)CC2)cc1OC | u | x
COc1ccc(N=Cc2c(O)n(-c3cccc(C)n3)c(=O)c3ccccc23)c(OC)c1 | 1% | 9
Cc1nc2n(n1)C(O)c1cc([N+](=O)[O-])ccc1S2 (centres undefined) | u | x
O=S(=O)(c1ccc(Cl)cc1)N1CCN(Cc2ccc(O)c3ncccc23)CC1 | u | x
CCN1C(=O)CSC1=Nc1cccc(C(=O)O)c1 | i | 17
O=C1CN(CC(=O)N2CCOCC2)c2ccccc2O1 | i | x
C=CCn1c(-c2ccc(Cl)cc2)cnc1SC(C)C(N)=O (centres undefined) | u | x
CCOc1ccc2nc(N(CCN(C)C)C(=O)c3ccc4c(c3)CCCC4)sc2c1 | u | x
CCOC(=O)c1sc(NC(=O)CC2OC(=O)c3ccccc32)nc1C (centres undefined) | -8%[0.0737 µM] | x
O=C(Nc1ccc(-c2nnc(-c3ccccc3)o2)cc1)C(F)(F)F | u | x
CC(C)(c1ccccc1)c1ccc(OCCN)cc1 | u | x
COc1ccc(OC)c(S(=O)(=O)N2CCCC(C(=O)N3CCCC3)C2)c1 (centres undefined) | u | x
Cc1ccccc1OCC(=O)N/N=C/c1ccc(N2CCOCC2)o1 | u | x
CC(=O)N1CCN(c2ccc(Oc3nnnn3-c3ccccc3)cc2)CC1 | u | x
CCC1(c2ccccc2)NC(=O)N(CC(=O)Nc2cc(S(=O)(=O)N3CCCCCC3)ccc2OC)C1=O (centres undefined) | i[0.0737 µM] | x
CCC(=O)Nc1ccc2c(c1)ncn2-c1ccccc1OC | 19% | 0
Oc1ccc2ccccc2c1CNc1cnc2ccccc2c1 | u | x
COCCNC(=O)C(c1ccc(C)cc1)N(CCOC)C(=O)CCC(=O)Nc1ccccn1 (centres undefined) | i | -9
COC(=O)c1ccc(C2C(Oc3ccccc3)C(=O)N2CCc2ccc(OC)c(OC)c2)cc1 (centres undefined) | u | x

SMILES | S3 lipid droplet | S3 lipid droplet cell count max
Cn1cnnc1SCc1ccc(C(=O)N/N=C/c2cccs2)cc1 | u | x
CC(C)C(C)(C#N)NC(=O)CSc1nnc(C(F)(F)F)n1C (centres undefined) | i | 15
O=[N+]([O-])c1cccc(-c2csc(Nc3ccccc3)n2)c1 | u | x
O=C(CCSCCc1ccccn1)Nc1ccc(Cl)cn1 | u | x
COc1ccc(CN2CSC(=S)N(Cc3ccc(OC)cc3)C2)cc1 | -14% | -12
CN1C(=O)c2ccc(NC(=O)CSc3ccccc3)cc2C1=O | u | x
O=C(N/N=C/c1ccc(OC(=O)c2ccccc2Br)cc1)c1ccccn1 | u | x
O=c1c2ccccc2[nH]c(=S)n1CCCN1CCN(c2ccccc2)CC1 | -1% | -3
COc1ccc(-n2c(SCC(=O)c3c(N)n(C)c(=O)n(C)c3=O)nc3ccccc32)cc1 | u | x
CCOC(=O)c1c(CC(C)C)csc1NC(=O)COC(=O)c1ccc(O)cc1 | u | x
COCCNC(=S)NCCCNc1nc2cc3c(cc2cc1C#N)OCO3 | u | x
N#CCC(=N)N1CCN(c2ccc(Cl)cc2)CC1 | i | x
O=C(CSc1nnc(-c2ccco2)o1)Nc1c(F)cccc1F | u | x
CC(=O)NC(Cc1c[nH]c2ccccc12)C(=O)NCCc1ccccn1 (centres undefined) | 24% | -19
COc1ccccc1N(C(=O)c1ccco1)C(C(=O)NC1CCCC1)c1cccnc1 (centres undefined) | u | x
Cc1cccc(NC(=O)N2CCCC(CNC(=O)c3ccccc3Cl)C2)c1C (centres undefined) | 21µM* | -15*
CC(=O)N1c2ccccc2C2(C)C(C1(C)C)C2(Cl)Cl (centres undefined) | u | x
COc1ccc([C@@H]2CC=C(C(=O)O)[C@H](c3ccc(Cl)cc3)N2S(=O)(=O)c2ccc(C)cc2)cc1OC | u | x
COC(=O)c1ccccc1OCCCOc1ccc(C)cc1OC | 2% | -15
Cc1cc(C(=O)COC(=O)c2ccc(NC(=O)CC#N)cc2)c(C)n1C1CC1 | u | x

SMILES | S3 lipid droplet | S3 lipid droplet cell count max
CC(NC(=O)c1ccc(OC2CCN(C(=O)c3cccnc3)CC2)cc1)C1CC1 (centres undefined) | 6% | 19
Cc1ccc(-c2csc(N(Cc3ccco3)C(=O)c3cccs3)n2)cc1 | u | x
CCc1c(C)sc(NC(NC(C)=O)(C(=O)OC)C(F)(F)F)c1C#N (centres undefined) | -13% | -16
CCOC(=O)C1=C(C)NC2=C(C(=O)CC(C)(C)C2)C1c1coc2ccccc2c1=O (centres undefined) | 2% | -17
COc1ccc(NC2CCCN(C(=O)c3ccncc3)C2)cc1 (centres undefined) | i | -9
O=C(O)c1nn(-c2ccccc2)ccc1=O | u | x
Cc1ccc(/C=C/C(=O)OCC(=O)NCCN2C(=O)CSC2=O)o1 | u | x
Cc1c(Cl)cccc1NC(=S)NN1CCOCC1 | u | x
CCOC(=O)NC(=O)CSc1nc(C)cc(C)c1C#N | u | x
Fc1ccccc1NC(=S)Nn1cnnc1 | i[0.369 µM] | -14
CS(=O)(=O)N(CC(=O)N/N=C/c1ccc(OCC(=O)N2CCOCC2)cc1)c1ccccc1Cl | u | x
COc1ccccc1N=Nc1ccc(N)c(C)c1 | u | x
CCOc1cc(/C=N/O)ccc1OCC(=O)Nc1cccc(C)c1 | u | x
C=CCOCC(O)CS(=O)(=O)Cc1ccc(Cl)cc1 (centres undefined) | u | x
CCOC(=O)c1cccc(NC(=O)C2CCN(S(=O)(=O)c3cccs3)CC2)c1 | u | x
NS(=O)(=O)c1ccc(N/N=C2/CCCc3ccccc32)c([N+](=O)[O-])c1 | u | x
CCN(c1c(C)n(C)n(-c2ccccc2)c1=O)S(C)(=O)=O | u | x
CCC(Sc1nc2cc(OC)c(OC)cc2c(=O)n1Cc1ccc(OC)cc1)C(=O)NCCOC (centres undefined) | 3% | -8
COc1ccc(CN(C)C(=O)c2ccccc2OCc2c(C)noc2C)c(OC)c1 | u | x
CCOC(=O)N1CCN(Cc2cccs2)CC1 | u | x

SMILES | S3 lipid droplet | S3 lipid droplet cell count max
COCCSc1nnc(NC(=O)CS(=O)(=O)c2ccc(C)cc2)s1 | u | x
CN(C)CCCN(C(=O)CCc1ccccc1)c1nc2ccc(F)cc2s1 | -6% | -28
CCCOc1ccc(/C=N/n2nnnc2N)cc1OC | u | x
O=C(c1ccc([N+](=O)[O-])cc1)N1CCSC1c1ccc(Cl)cc1 (centres undefined) | 10% | 11
COc1ccc(CC(=O)NNc2ncnc3c2cnn3Cc2ccccc2)cc1OC | 3% | 9
Cc1ccc(C)c(Nc2cc(C)nc(-c3ccccc3O)n2)c1 | 11% | -1
CCOc1ccc(NC(=O)Cn2ncc3ccccc32)cc1 | u | x
C=CCON/C(CCC)=C1\C(=O)CC(C)(C)CC1=NC | -1% | 0
Cc1cc(C)n(CCNS(=O)(=O)c2ccc(Cl)cc2)n1 | u | x
O=C(/C=C/c1cccs1)NC1CC1 | u | x
CC(C(=O)Nc1nccs1)N1C(=O)C2CC=CCC2C1=O (centres undefined) | i | -13
Cc1cc(C)n(-c2n[nH]c(C)c2[N+](=O)[O-])n1 | -29% | 3
COc1ccccc1C(=O)NCCC(=O)Nc1nc2ccccc2[nH]1 | i | x
O=C(OCc1nnc(-c2ccccc2)o1)c1cccnc1Cl | u | x
CC1(C)C(=O)OC(C(=O)c2ccc(Cl)cc2)C(C)(C)C1=O (centres undefined) | 0% | -2
COc1ccc(S(=O)(=O)/N=C2/NC(=O)/C(=C\c3ccco3)S2)cc1 | -10% | 4
CCOC(=O)C(=O)/C(=C\N(C)C)c1onc(-c2ccccc2)c1C(=O)OC | -2% | 11
C/C(=N\NC(=O)CCc1ccc(S(=O)(=O)N2CCOCC2)cc1)c1ccc(Br)cc1 | u | x
Cc1cccc(NC(=O)c2cc([N+](=O)[O-])ccc2N2CCN(C)CC2)c1 | 32%[9.22 µM] | 13
O=C(Cc1cccs1)Nc1nnc(SCc2cccc3ccccc23)s1 | -2% | -7

Filtered by structure: those above with a furan ring, fused or not
SMILES | S3 lipid droplet | S3 lipid droplet cell count max
Cc1ccccc1OCC(=O)N/N=C/c1ccc(N2CCOCC2)o1 | u | x
O=C(CSc1nnc(-c2ccco2)o1)Nc1c(F)cccc1F | u | x
COc1ccccc1N(C(=O)c1ccco1)C(C(=O)NC1CCCC1)c1cccnc1 (centres undefined) | u | x
Cc1ccc(-c2csc(N(Cc3ccco3)C(=O)c3cccs3)n2)cc1 | u | x
Cc1ccc(/C=C/C(=O)OCC(=O)NCCN2C(=O)CSC2=O)o1 | u | x
COc1ccc(S(=O)(=O)/N=C2/NC(=O)/C(=C\c3ccco3)S2)cc1 | -10% | 4

Later entries:
SMILES | S3 lipid droplet | S3 lipid droplet cell count max
COC(=O)c1cn(NC(=O)Cc2ccc(Cl)c(Cl)c2)c(=O)c2ccccc12 | -4% | -1
CCN(Cc1ccccc1)C(=O)C1CCC(CNc2c(N3CCOCC3)c(=O)c2=O)CC1 (centres undefined) | u | x
COc1cccc(C(=O)Oc2ccc3ccc(=O)oc3c2)c1 | -3% | 2
CCCCc1c(O)nc2sc3cc(OC)ccc3n2c1=O | 10µM* | 9.3*
Cc1ccc(NC(=O)CSCc2cc(=O)n3ccsc3n2)c(C)c1 | u | x
CC1Cc2cc(S(=O)(=O)CCC(=O)NCc3ccco3)ccc2N1C(=O)C1CC1 (centres undefined) | u | x
COc1cc2c(cc1NC(=O)C(C)OC(=O)c1ccc(S(=O)(=O)Nc3ccccc3Cl)cc1)oc1ccccc12 (centres undefined) | 4% | 2
O=C1OC(/C=C/c2ccccc2)=NC/1=C\c1cccnc1 | -21% | -11
CC1CCc2sc(C(=O)N(C)CC(=O)Nc3ccc(N4CCOCC4)cc3)cc2C1 (centres undefined) | 16% | 13
Nc1nc2c(Cl)cc(Cl)cc2s1 | 0% | 4
CC(C)NS(=O)(=O)c1ccc(Oc2ncc(C(F)(F)F)cc2Cl)cc1 | u | x
COc1ccc(S(=O)(=O)N(C)CC(=O)NCCC2=CCCCC2)cc1 | u | x
CC(=O)Nc1ccc(NC(=O)C2CCN(C(=O)c3ccc([N+](=O)[O-])cc3)CC2)cc1 | u | x
CCCNC(=O)COC(=O)c1ccc(OCC(=O)Nc2ccccc2OC)c(OC)c1 | u | x
O=c1[nH]c2ccccc2c(O)c1-c1ccccc1 | 1% | 5
Cc1ccc(-c2nnnn2C2C/C(=N\NC(N)=S)C3OCC2O3)cc1 (centres undefined) | -15% | -16
CSc1c(-c2ccccn2)c(N)nn1C(=O)C1CC1 | u | x
O=C1Nc2ccccc2C(=O)N2[C@H](c3cccc(Br)c3)[C@@H]3C(=O)N(Cc4ccccc4)C(=O)[C@@H]3[C@H]12 | -17% | 22
CCOC(=O)CSc1n[nH]c(=O)n1CCc1ccccc1 | 8% | 6
CCCNS(=O)(=O)c1cccc(C(=O)NC2CCCc3ccccc32)c1 (centres undefined) | u | x

SMILES | S3 lipid droplet | S3 lipid droplet cell count max
O=C(OCc1ccccc1F)c1cnc(Cl)c(Cl)c1 | u | x
CC(=O)N1CCC(C(=O)N2CCN(S(=O)(=O)c3ccc(F)cc3)CC2)CC1 | i | -11
CN(Cc1nc2ccccc2[nH]1)Cc1nc(CC2CC2)no1 | -1% | 22
COc1cc(C(=S)N2CCOCC2)ccc1OC(=O)c1cccc(C)c1 | u | x
COc1cc2ncnc(NCc3cc(F)ccc3F)c2cc1OC | -6% | 0
O=S(=O)(NCCc1ccc(Cl)cc1)c1cccs1 | i | 9
CCOC(=O)C1CCN(C(=O)c2cc(S(=O)(=O)N(C)C)ccc2N2CCCC2)CC1 | i[0.369 µM] | x
O=C(Cn1nc(-c2ccccc2)c2ccccc2c1=O)Nc1ccc2c(c1)nc1n2CCOC1 | u | x
CCC1CCCCN1CCCNC(=O)c1ccc(N2CCOCC2)c(NS(=O)(=O)c2ccc(OC)cc2)c1 (centres undefined) | u | x
COc1ccc(CNC(=O)CSc2nnc(C)s2)cc1 | 11% | 2
CCN(CC)S(=O)(=O)c1ccc(C(=O)NCc2n[nH]c(=S)n2-c2ccccc2OC)cc1 | 5% | -2
Cc1cc(C)cc(N(C(C)C(=O)NCCC2=CCCCC2)S(C)(=O)=O)c1 (centres undefined) | u | x
COc1ccc(/C=C2\SC(=O)N(CCNC(=O)CCS(=O)(=O)c3ccc(C)cc3)C2=O)cc1 | -19% | -1
Cc1ccc(NC(=O)CCS(=O)(=O)c2cccc3nonc23)c(Cl)c1 | 21% | 23

A portion of the library, so the mix of outcomes need not match the whole.
